Screening data (PubChem BioAssay)
CSM14.1 death rescue: protection against thapsigargin-triggered cell killing – 384-well, CSM14.1, ATP luminescence, primary screen (AID 1222); cellular ATP content (survival), % at 20 µM; hits with a dose series show EC50 in µM; CSM14.1 thapsigargin-induced death rescue, ATP luminescence; higher % means a stronger effect; 190,000 tested, under 10 active;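 active means EC50 below 50 µM in the dose-response confirmation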;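 further: death triggered by thapsigargin at about 15 µM added after 2 h compound pretreatment; cell ATP read after overnight thapsigargin exposure of roughly 18 to 22 hours; normalized against plate controls of thapsigargin alone and 5% DMSO vehicle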
Ins promoter up: MIN6 insulin promoter up-regulation. 0.3% of 190,000 active. MIN6 insulin promoter-GFP reporter, high-content imaging; stronger effect = higher value. z-score at 5 µM;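 active means z-score above 3 at 5 µM with at least 500 cells counted in the well; inconclusive means wells under 500 cells, flagged as cytotoxic or low count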
PMI inhibitors: MPI enzyme activity inhibition – biochemical, fluorescence intensity, coupled assay, primary screen (AID 1209); inhibition, % at 20 µM, or IC50 in µM where a hit was titrated; purified PMI enzyme, coupled fluorescence intensity; higher % means a stronger effect; 0.42% of 190,000 active;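 further: plate controls were DMSO vehicle for no effect and wells lacking substrate for full effect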
human PMI inhibitors: human PMI inhibitors, high substrate, primary screen, biochemical, fluorescence intensity, high mannose 6-phosphate (AID 1220). inhibition, % at 20 µM, or IC50 in µM where a hit was titrated. recombinant PMI enzyme, coupled fluorescence intensity; higher % means a stronger effect. 0.66% of 190,000 active
RSV antiviral HEp-2: RSV antiviral activity via CPE protection, HEp-2 cells, primary 10 µM value included (AID 2391). 0.13% of 310,000 active. HEp-2 cells, RSV-induced CPE inhibition; higher % means a stronger effect. CPE inhibition, % at 10 µM, or IC50 in µM where a hit was titrated; in the data active means a potency from the dose series; inconclusive means CPE inhibition mostly from about 23% at the one dose, without a potency; inactive means the rest, 99 in 100 with CPE inhibition below about 21%; further: strong numbers were not always called active
Large T inhibition: TAg ATPase/helicase activity blockers – biochemical (AID 1903) | 0.39% of 310,000 active | SV40 large T antigen ATPase/helicase inhibition assay; higher % means a stronger effect | inhibition, % at 20 µM, or IC50 in µM where a hit was titrated; in the data active means a potency from the dose series; inconclusive means inhibition mostly from about 32% at the one dose, without a potency; inactive means the rest, 99 in 100 with inhibition below about 32%; further: strong numbers were not always called active
TNAP activators: stimulation of alkaline phosphatase TNAP activity – biochemical, luminescent, no phosphate acceptor, uHTS, primary screen (AID 1001); purified TNAP, luminescent activation assay, no phosphate acceptor; higher activation fold means a stronger effect; 0.03% of 200,000 active; activation fold at 20 µM; hits with a dose series show EC50 in µM; in the data active means activation fold from about 3, or a potency from the dose series; inactive means the rest, 99 in 100 with activation fold below about 1.6; further: many of its hits are not listed in these tables
PhoP inhibition: inhibitors of PhoP regulon expression, primary screen, Salmonella Typhimurium, GFP reporter (AID 1863); S. Typhimurium PhoP-regulated promoter GFP reporter, 4 h; higher % means a stronger effect; inhibition, % at 50 µM, or IC50 in µM where a hit was titrated; 0.16% of 300,000 active;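 active means inhibition over 29.93%, a cutoff 3 SD above the screen mean, later confirmed by dose response; inconclusive means inhibition over 29.93% but no dose response follow-up; inactive means inhibition at most 29.93% or unconfirmed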;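 further: 0% = low Mg2+ inducing control and 100% = high Mg2+ repressing control; strong numbers were not always called active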
West Nile antiviral: inhibition of WNV-induced cytopathic effect – cell-based, CPE readout (AID 1621) | West Nile virus-infected cells, CPE inhibition; higher % means a stronger effect | CPE inhibition, % at 10 µM, or IC50 in µM where a hit was titrated | 0.02% of 290,000 active; in the data active means a potency from the dose series; inconclusive means CPE inhibition mostly from about 3.7% at the one dose, without a potency; inactive means the rest, 99 in 100 with CPE inhibition below about 2.2%; further: strong numbers were not always called active
Ins promoter up cell count: also measured in Ins promoter up; calls as there; cell count; measured here: cytotoxicity, nuclei count;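 total cells summed across four imaged fields per well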
Starred values were filed as active, the others as inactive; ? = inconclusive; . = not tested or not shown. Unless noted, no stated cut-off is given here; in the data, active means inhibition above about 50%; inactive means the rest.

The line under a structure holds: CSM14.1 death rescue, Ins promoter up, Ins promoter up cell count, PMI inhibitors, human PMI inhibitors, RSV antiviral HEp-2, Large T inhibition, TNAP activators, PhoP inhibition, West Nile antiviral
CS(=O)(=O)N(CC(=O)Nc1ccc(F)cc1)C1CCCCC1
→ ., ., ., ., ., 0.4%, 1%, ., 1%, -0.5%
COc1ccc(CCCc2nnc(SCC(=O)Nc3ccc(OC)cc3)o2)cc1
→ 4.1%, -0.04, 1114, 12%, 2%, 1.2%, 8%, 1.1, -4%, -0.1%
COCCOC(=O)/C=C1/NC(=O)CS1
→ -2.1%, 0.44, 1919, 9%, 6%, 0.7%, 3%, 1.1, -10%, -0.4%
O=C(CCN1CCN(c2ccccc2F)CC1)Nc1ccccc1F
→ 1.9%, -0.2, 1560, -10%, -4%, -0.1%, 5%, 1, 11%, -0.3%
COc1ccc(S(=O)(=O)N2CCC(N3CCN(Cc4ccccc4)CC3)CC2)cc1
→ -0.2%, -1.2, 1042, -18%, -29%, -0.1%, 2%, 1.1, -11%, -0.1%
Cn1c(=O)c2c(ncn2CC(=O)OCC(=O)Nc2ccccc2)n(C)c1=O
→ 1.4%, 0.38, 1503, -1%, -7%, 0.6%, -2%, 1.2, -9%, 0.3%
COc1cccc(C(=O)Nc2cccc(-c3ccc4nncn4n3)c2)c1OC
→ -0.7%, -0.37, 1171, -1%, -2%, -0.1%, 10%, 1.1, 2%, -0.2%
CCCCN(C(=O)c1ccc2c(c1)OCO2)c1ccccc1
→ 1.6%, -0.55, 1429, 12%, 9%, 1.8%, 25%, 1.1, -7%, -1.6%
CCN(CC)C(=O)n1cnc(-c2ccccc2)c1-c1ccccc1
→ 1.1%, -0.08, 1238, 1%, -1%, 0.9%, 3%, 1, 4%, -1.1%
CCSCCc1nnc(NC(=O)Nc2cccc(C(F)(F)F)c2)s1
→ 1.4%, -2, 775, 1%, 3%, 21%, -4%, 1.1, 4%, ?
O=C(O)c1ccc(-n2nnnc2Oc2ccccc2C(=O)N2CCOCC2)cc1
→ 4.6%, 1.4, 1198, 9%, -2%, -0.3%, 7%, 1.1, 2%, 0.1%
CC(C(=O)OCc1nnc(-c2ccccc2)o1)N1C(=O)C2CCCCC2C1=O (stereo not given)
→ -0.7%, 0.63, 1253, 5%, 4%, 0.3%, -6%, 1.1, 12%, 0.0%
O=C(Nc1ccccc1N1CCCCC1)c1ccccc1F
→ -3.2%, -0.37, 1054, -3%, -1%, 4.9%, 7%, 1.1, 11%, 0.4%
C/C(=N\NC(=O)C1CCCN(S(=O)(=O)c2ccccc2)C1)c1cccnc1 (stereo not given)
→ 0.1%, 0, 1730, 15%, 17%, -0.4%, 8%, 0.9, 1%, 0.2%
CCc1nnc(NS(=O)(=O)c2ccc(N/C=C\C(=O)c3cccc(OC)c3)cc2)s1
→ 1.4%, -0.32, 1338, 3%, 0%, 0.0%, 11%, 1, 5%, 0.6%
CCc1ccccc1NC(=O)COc1ccc(C(=S)N2CCCC2)cc1
→ -2.9%, 1.2, 1657, -1%, 7%, 1.7%, 2%, 1, 4%, -1.2%
CCOC(=O)CN1C(=O)S/C(=C\c2ccc3c(c2)OCO3)C1=O
→ ., ., ., ., ., 1.7%, 5%, ., -4%, -1.6%
Cc1ccc(OCc2ccoc2C(=O)O)cc1C
→ -4.2%, -0.27, 1256, 8%, 3%, 2.9%, 11%, 1.1, -4%, -0.2%
COC(=O)[C@@H]1CCCN1C(=O)c1ccc(OC2CCN(Cc3ccccn3)CC2)cc1
→ ., ., ., ., ., 1.5%, 10%, ., -5%, 0.4%
Cc1ccccc1OCCN(C#N)c1nc(N(C)C)nc(N(C)C)n1
→ 7.8%, -0.83, 1523, 11%, 8%, 4.3%, -30%, 1.1, 13%, -1.6%
CC(=O)c1cccc(N=Nc2c(-c3ccccc3)[nH]n(-c3ccccc3)c2=O)c1
→ 8.3%, -0.96, 1270, 9%, 7%, 3.2%, 7%, 1.2, 2%, 0.4%
O=C(NCC(=O)N1CCC2(CC1)NCCc1[nH]cnc12)c1ccc(Br)cc1
→ ., ., ., ., ., -2.4%, -10%, ., 0%, 0.2%
COc1ccc(NC(=O)CSc2nccn2Cc2ccccc2)cc1
→ ., ., ., ., ., 2.4%, 2%, ., -3%, -1.0%
CCOC(=O)Cn1c2ccc(OC)cc2c2nc3ccccc3nc21
→ 4.2%, -0.51, 1531, -18%, -6%, 0.0%, 5%, 1, -8%, -0.2%
COCCSc1ccccc1C(=O)Nc1ccc([N+](=O)[O-])cc1OC
→ -0.6%, 0.23, 1612, -1%, -7%, 1.7%, 12%, 1.1, 0%, -0.5%
CC(C)(C)N1C(=O)c2ccc(C(=O)Nc3ccc(C(=O)O)cc3)cc2C1=O
→ ., ., ., ., ., 1.3%, 9%, ., -3%, -0.3%
CC(=O)Nc1ccc(NC(=O)Nc2ccc(C)cc2C)cc1
→ -1.1%, 0.09, 1564, 9%, 10%, 2.3%, 0%, 1.1, 11%, -0.2%
COC(=O)CCCCC(=O)C1C(=O)CC(C)(C)C(C(=O)OC)C1=O (stereo not given)
→ ., -0.37, 1365, -1%, -3%, 1.0%, 3%, 1.1, -12%, 0.1%
CCC(=O)Nc1cccc(NC(=S)NC(=O)c2ccc(Cl)cc2Cl)c1
→ 0.7%, 0.06, 1403, 18%, 6%, 11%, 26%, 1, -1%, -0.6%
CCCCc1nc2sc3c(SCCN(C)C)ncnc3c2c2c1CCC2
→ ., -1.2, 925, ., ., -2.4%, 10%, ., 4%, ?
CCCn1nc(-c2nnc(-c3ccc(C)c(C)c3)o2)c2ccccc2c1=O
→ -1.8%, 0.84, 1845, 5%, 4%, -0.4%, 8%, 0.9, -5%, 0.3%
CCCCC1(C)OC(=O)C(=Cc2ccc(N(C)C)cc2)C(=O)O1 (stereo not given)
→ -0.2%, 0.09, 1680, 11%, 9%, ., 13%, 1, 4%, 0.0%
c1ccc(-c2ncc(CN3CCN(c4ccccn4)CC3)[nH]2)cc1
→ ., 0.18, 1522, ., ., -1.4%, 9%, ., -4%, -0.5%
O=C(Nc1ccc(N2CCOCC2)cc1)c1cccc(S(=O)(=O)N2CCCCC2)c1
→ -0.1%, 0.88, 896, 16%, 16%, ., 7%, 1.1, -13%, .
Cc1c(Cl)cccc1NC(=O)CC1SCCNC1=O (stereo not given)
→ 1.8%, -0.39, 1248, 3%, 0%, -1.5%, 5%, 1.1, -4%, -0.4%
COc1ccc(-n2c(SCC(=O)Nc3ccc(C)cc3)nc(O)c(Cc3ccccc3)c2=O)cc1
→ ., ., ., ., ., 9.0%, 9%, ., 4%, -0.6%
CCc1cc2c(=O)oc(-c3ccccc3F)nc2s1
→ ., ., ., ., ., 2.5%, 6%, ., 6%, -0.5%
Fc1ccc(N2CCN(/C=C/c3nnnn3-c3ccccc3)CC2)cc1
→ 1.2%, 0.83, 1275, 6%, 9%, 2.7%, 20%, 1.1, 4%, -0.7%
CCCC(=O)Nc1cccc(NC(=O)c2ccc(C)c([N+](=O)[O-])c2)c1
→ -2.2%, -1.7, 1498, 2%, -1%, 3.6%, 1%, 1.1, 3%, 0.8%
O=C(Nc1c[nH]c(=O)[nH]c1=O)c1ccccc1Cl
→ ., ., ., ., ., -0.7%, 6%, ., -4%, 0.5%

Single entries from the list:
Value for `Fc1ccc(N2CCN(/C=C/c3nnnn3-c3ccccc3)CC2)cc1` in Ins promoter up: 0.83
Value for `COc1ccc(-n2c(SCC(=O)Nc3ccc(C)cc3)nc(O)c(Cc3ccccc3)c2=O)cc1` in RSV antiviral HEp-2: 9.0%

The listing continues:
The line under a structure holds: CSM14.1 death rescue, Ins promoter up, Ins promoter up cell count, PMI inhibitors, human PMI inhibitors, RSV antiviral HEp-2, Large T inhibition, TNAP activators, PhoP inhibition, West Nile antiviral
COc1ccccc1-c1cc(C(=O)Nc2cccnc2)no1
→ -4.2%, 0.53, 1140, 9%, 11%, 5.0%, 20%, 1, -10%, .
CCOc1cccc(CNCCSc2nnnn2C)c1
→ -2.2%, -0.08, 1639, -12%, -11%, -1.4%, -1%, 1.1, 10%, -0.2%
CNC(=O)c1ccc(-n2nc(C)cc2-c2ccccc2)cc1
→ -0.9%, ., ., 13%, 12%, 1.6%, 3%, 1, -1%, 0.0%
Cc1oc(C(C)(C)C)cc1C(=O)N1CCN(C(c2ccccc2)c2ccccc2)CC1
→ ., -0.41, 1347, ., ., ., 11%, ., -3%, -0.7%
O=S(=O)(Cc1ccc(Cl)cc1)N1CCCCCC1
→ ., ., ., ., ., 2.4%, 5%, ., -4%, -0.9%
COc1cccc(-c2nc(CS(=O)(=O)CC(=O)NC3CC3)c(C)o2)c1
→ ., ., ., ., ., 2.3%, 8%, ., -2%, 0.0%
CCOC(=O)CSc1cc(C(F)(F)F)nc(-c2ccccn2)n1
→ 0.1%, ., ., 4%, 1%, 0.4%, 22%, 1.1, 5%, -0.4%
Cc1cccc(-n2ncc3c2CCCC3NC(=O)C2(C(N)=O)CC2)c1C (stereo not given)
→ ., ., ., ., ., -0.2%, 13%, ., 0%, -1.0%
COc1cc(CCC(=O)OCC(=O)Nc2cccc(S(=O)(=O)N(C)C)c2)cc(OC)c1OC
→ -0.4%, -0.03, 1341, 7%, 7%, 0.9%, 18%, 1.2, -5%, 0.7%
COC(=O)c1sccc1NC(=O)CSCCc1ccccn1
→ 0.9%, -0.52, 1268, -3%, -2%, 0.6%, 8%, 1, 0%, -0.1%
O=C(O)CCCC(=O)N1CCN(c2cccc(Cl)c2)CC1
→ -2.5%, 0.45, 1081, 2%, 0%, 1.6%, -5%, 1, 4%, 0.3%
COc1ccc2cc(/C=N/NC(=O)c3c(Cl)cnn3C)c(Cl)nc2c1
→ -0.3%, 0.6, 1210, -9%, -6%, 1.9%, -3%, 1.1, 0%, -0.4%
C=CCOc1ccc(/C=N/O)cc1Cl
→ -3.4%, 0.36, 1315, 7%, 8%, -1.0%, -3%, 1, 9%, 0.5%
N/C(COc1ccc(Cl)cc1)=N\NS(=O)(=O)c1ccccc1
→ -1.8%, ?, ., 2%, 5%, 2.1%, 3%, 1.1, -2%, -0.3%
O=C(NCC1COc2ccccc2O1)c1c[nH]c2ccc(S(=O)(=O)N3CCOCC3)cc2c1=O (stereo not given)
→ -1.1%, 0.51, 1557, 13%, 12%, ., 15%, 1.1, -12%, 0.0%
CCN(CC)CCNC1=NCCn2c1cc1cc(OC)ccc12
→ -1.5%, -0.11, 857, 3%, 2%, -0.2%, 5%, 1.2, 13%, 2.2%
Cc1ccnc(SCc2cn3c(C)cccc3n2)n1
→ 0.8%, ., ., -1%, 5%, -1.3%, -2%, 1.1, 0%, -0.7%
COc1ccc2c(c1)CCC(C)N2S(=O)(=O)c1ccc(C2CNC(=O)C2)cc1 (stereo not given)
→ -3.6%, -0.18, 1192, -4%, -10%, 0.3%, 0%, 1.1, 6%, 0.5%
CN(C)CCNC(=O)c1c(O)c2c([nH]c1=O)CCCC2
→ 1.2%, -0.13, 958, 16%, 16%, -1.7%, -8%, 1.1, 13%, 0.1%
CCOc1ccc(NC(=O)CCNS(=O)(=O)c2cccs2)cc1
→ 0.0%, ., ., -10%, -12%, 0.3%, 4%, 1, -1%, 0.3%
